E-selectin induc: E-selectin induction on HUVECs | HUVEC E-selectin immunofluorescence imaging; normalized: neutral wells 0, TNF-alpha wells 100 | activation, % at 7.58 µM | 260,000 compounds, 0.37% hits | AID 686992;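 active = mean E-selectin-positive cell signal at least 10% of the positive control, reached in at least 60% of replicates, without over 20% cell loss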;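 also: in these data hits start at about 27%; measured in HUVEC primary endothelial cells; signal is the percent of cells scored E-selectin positive by PE staining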
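System: HUVEC / Compound: single concentration / Signal: immunofluorescence imaging / Read-out: percent E-selectin-positive cells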
RAD52 inh: inhibitors of human RAD52 DNA annealing; recombinant RAD52 DNA annealing, FRET fluorescence; inhibition, % at 18.7 µM; 360,000 compounds, 0.46% hits;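 active = every replicate showing at least 50% inhibition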
PglD DTNB: inhibitors of Campylobacter jejuni PglD acetyltransferase; purified PglD enzyme, DTNB colorimetric CoA detection; inhibition, % at 12.5 µM; 360,000 compounds, 0.098% hits; AID 602405; in the data active = inhibition above about 16%, passing the limit was not always enough; also: strong numbers were not always called active
RAD54 inh: RAD54 (human) branch migration inhibition; inhibition, % at 10.4 µM; RAD54 Holliday junction branch migration, FAM/BHQ fluorescence; AID 602329; 360,000 compounds, 0.14% hits; Q92698;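 active = mean normalized replicate activity at least 40 and at least half of replicates scoring 40 or more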;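 also: 0% = median of neutral control wells and 100% = median of positive control wells; inhibitors cause a drop in the FAM fluorescence signal; in these data hits start at about 50%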
Target sequence (Q92698 whole entry, looked up): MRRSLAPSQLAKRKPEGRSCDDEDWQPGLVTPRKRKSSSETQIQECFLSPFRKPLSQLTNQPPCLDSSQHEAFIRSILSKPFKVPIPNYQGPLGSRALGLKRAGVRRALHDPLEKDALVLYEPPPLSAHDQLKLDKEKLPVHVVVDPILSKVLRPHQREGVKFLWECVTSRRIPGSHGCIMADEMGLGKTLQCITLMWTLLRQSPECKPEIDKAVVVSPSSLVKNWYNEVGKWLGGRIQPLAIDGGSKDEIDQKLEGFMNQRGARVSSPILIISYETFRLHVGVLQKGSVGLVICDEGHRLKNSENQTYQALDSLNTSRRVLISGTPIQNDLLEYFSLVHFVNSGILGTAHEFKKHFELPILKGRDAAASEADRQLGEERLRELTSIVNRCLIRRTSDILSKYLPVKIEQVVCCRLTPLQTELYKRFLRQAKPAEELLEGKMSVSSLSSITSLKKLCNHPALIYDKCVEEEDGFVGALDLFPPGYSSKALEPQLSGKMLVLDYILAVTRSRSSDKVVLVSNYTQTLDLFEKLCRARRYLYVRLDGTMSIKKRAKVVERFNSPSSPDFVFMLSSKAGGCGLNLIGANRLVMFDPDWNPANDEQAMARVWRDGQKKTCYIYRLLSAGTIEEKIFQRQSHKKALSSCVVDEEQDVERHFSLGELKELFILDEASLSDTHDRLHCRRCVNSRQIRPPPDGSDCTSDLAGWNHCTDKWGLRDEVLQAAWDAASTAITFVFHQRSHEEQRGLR
ERAP1 inh: inhibitors of human ERAP1 aminopeptidase. 340,000 compounds, 0.15% hits. Q9NZ08. recombinant ERAP1, Leu-AMC fluorescence, 60 min. inhibition, % at 10.7 µM. AID 652197;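 active = mean replicate inhibition of at least 30%, or all replicates individually reaching that 30% level; inactive = mean below 30% and not every replicate reaching it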;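 also: 0% = neutral control wells and 100% = L-leucinethiol positive control wells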
PGC1a acetyl inh: PGC1a acetylation modulation, inhibitor mode. U2OS PGC1a acetylation, AlphaScreen anti-acetyl-lysine; with virally co-expressed GCN5 acetyltransferase. inhibition, % at 15.6 µM. 350,000 compounds, 0.17% hits. AID 651687;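 active = every replicate shows inhibition of at least 40%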;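 also: 0% = neutral control wells and 100% = positive control wells; some results beyond the cut were filed as inactive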
Cneo AK release: causes C. neoformans cell lysis; adenylate kinase release luminescence, 4 h; normalised: neutral wells 0, clomiphene wells 100; lysis activity, % at 15 µM; 360,000 compounds, 0.2% hits; AID 651654;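 active = mean lysis activity across replicates of at least 80%, whatever share of replicates individually reach that level; inactive = mean lysis activity below 80%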
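Material – Cryptococcus neoformans yeast cells · Quantity – 5 × 10^6 yeast cells/mL · Buffer or medium – YPD medium · Compound – single dose · Timing – 4 h static compound exposure, 37 °C, read 1 h post-reagent · Signal – adenylate kinase release luminescence · Read-out basis – lysis from increased AK signal · Benchmarks – Clomiphene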
miR-122 sensor: inhibitors of miR-122 in Huh7 cells | 340,000 compounds, 0.3% hits | Huh7 miR-122 Renilla luciferase sensor, 48 h; neutral wells = 0, positive control = 100 | AID 602342 | activation (reporter increase), % at 12.5 µM;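 active = mean replicate activation score at least 90 and every replicate individually at or above 90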;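 also: higher luciferase means less miR-122 activity so hits act as miR-122 inhibitors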
* = called active by the depositor; . = no result given; [ ] = remark or other dose.

SMILES	E-selectin induc	RAD52 inh	PglD DTNB	RAD54 inh	ERAP1 inh	PGC1a acetyl inh	Cneo AK release	miR-122 sensor
CCC(C)(C)NC(=O)CN(C(=O)C(=O)Nc1ccc2c(c1)OCCO2)N1CCOCC1	.	-4	-11	-1	1	1	0	-3
COc1ccc(C(=O)N/C(=C\c2ccco2)C(=O)NC2CCS(=O)(=O)C2)cc1 (configuration not stated)	-0.2	-11	.	.	7	6	.	1
C[C@@H]1CN([C@@H](C)CO)C(=O)c2cc(C#CC3(O)CCCC3)cnc2O[C@H]1CN(C)C(=O)CC1CC1	-0.7	0	1	0	-3	-7	-3	-7[16.7 µM]
Cc1cccc(NC(=S)NNC(=O)c2nn(C)cc2Cl)c1	.	-22	7	3	-4	8	-1	16
Cc1cc(NC(=O)C(C)SCC(=O)N(C)CC(=O)Nc2ccc(Br)cc2C)no1 (configuration not stated)	-0.2	-2	2	5	-1	.	2	-2
CC(=O)c1ccc(NC(=O)COc2ccccc2C(=O)Nc2ccccc2)cc1	0.9	-12	-1	6	-3	-8	0	-7
CN(CC(=O)Nc1cc(S(=O)(=O)N2CCCCCC2)ccc1Cl)Cc1ccc2c(c1)OCO2	-0.4	-2	0	4	1	-10	-1	0
COc1ccc(NC(=O)c2ccc(COc3ccccc3)o2)cc1	.	.	-5	6	.	-4	-4	-5
Cc1ccc(-n2[nH]c(C)c(/C=C3/C=Nc4ccccc43)c2=O)cc1C	.	.	-3	-2	.	19	1	11
CC(C)CC#Cc1cnc2c(c1)C(=O)N([C@@H](C)CO)C[C@@H](C)[C@@H](CN(C)C(=O)c1cccnc1)O2	0.0	16	-2	-3	0	-8	48	1[16.7 µM]
CCCC(C)NC1=NCCCCC1 (configuration not stated)	.	-7	-1	7	2	-1	1	3
CC(C)NC(=O)Nc1cccc2c1O[C@@H](CN(C)Cc1ccc(C(F)(F)F)cc1)[C@H](C)CN([C@@H](C)CO)C2=O	7.2	-8	.	.	-1	-11	.	.
CCC1CN(C(=O)N2CCC(C(=O)NCCc3ccccc3)CC2)c2ccccc2O1 (configuration not stated)	.	-2	1	1	1	-9	-2	-3
C[C@@H]1CCCCO[C@H](CN(C)S(=O)(=O)c2ccccc2)[C@H](C)CN([C@@H](C)CO)C(=O)c2cc(NC(=O)c3ccncc3)ccc2O1	.	-9	-1	-4	-1	10	1	7[16.7 µM]
O=C(NCCNc1ccc([N+](=O)[O-])cc1)c1ccccc1Cl	.	-9	-3	-3	5	-2	1	0
O=S(=O)(NCc1ccco1)c1ccc2ccccc2c1	.	-20	1	9	1	.	1	95*
C[C@@H]1CN([C@@H](C)CO)C(=O)c2c(c3ccccc3n2C)-c2ccccc2CO[C@@H]1CN(C)Cc1cccc(C(=O)O)c1	-0.1	2	7	1	11	-3	1	.
O=C(c1ccccc1[N+](=O)[O-])N1CCC(Cc2ccccc2)CC1	.	-8	4	5	4	22	-2	2
COc1ccc(CNC(=O)CCCCCn2c(SCC#N)nc3cc4c(cc3c2=O)OCO4)cc1	.	.	-3	-12	.	-16	1	3
CC(C)Cc1nc(SCC(=O)N2CC(C)OC(C)C2)c2c(=O)n(C)c(=O)n(C)c2n1 (configuration not stated)	.	-3	8	2	1	2	1	.
O=C(COC(=O)/C=C/c1ccccc1)NCC1CCCO1 (configuration not stated)	4.7	-10	.	.	-3	-4	.	.
Fc1ccccc1COc1ccccc1CNCc1ccncc1	.	-8	4	-1	-2	3	1	42
COc1ccc(OCCSc2ncn[nH]2)cc1	.	.	-4	7	.	5	2	-3
O=C(Nc1ccccc1F)N1CC(=O)N2[C@H](C1)[C@H](c1ccc(C#CC3CC3)cc1)[C@@H]2CO	0.1	-30	.	.	0	-2	.	.
CCOc1ccc(S(=O)(=O)N2CCC(C(=O)N3CCc4ccccc4C3)CC2)cc1	-1.0	6	1	10	0	.	0	-6
COc1ccc(S(=O)(=O)Nc2ccc3c(c2)C(=O)N([C@H](C)CO)C[C@@H](C)[C@@H](CN(C)C(=O)NC2CCCCC2)O3)cc1	-0.1	9	-2	0	2	1	-2	-6[16.7 µM]
COc1cc2oc3ccc(C#Cc4ccc(N)cc4)cc3c(=O)c2cc1OC	0.8	-24	9	-10	.	.	3	.
Cc1cccc(CN2[C@H](COC(=O)Nc3ccccc3)C=CS2(=O)=O)c1	0.0	-4	-1	12	9	-7	-2	2
O=C(COC(=O)Cc1ccc(Cl)cc1Cl)NCc1ccco1	-0.1	-15	1	-3	2	3	-1	-6
Cc1ccc(S(=O)(=O)N2CCCC2CNC(=O)C(=O)Nc2ccc(F)cc2)cc1 (configuration not stated)	0.0	-14	1	-11	-2	.	-1	12
c1ccc2sc(N3CN(CCN4CCOCC4)CN(c4nc5ccccc5s4)C3)nc2c1	.	.	-5	-8	.	-2	-11	13
CC(C)N(CCNC(=O)C1CCN(S(=O)(=O)N2CCOCC2)CC1)Cc1ccccc1	.	.	-3	-2	.	-8	-3	-11
CC(=O)N1[C@H](CO)[C@H](c2ccccc2)[C@H]1CNC(=O)CN1CCOCC1	0.5	-17	2	-5	0	4	-7	50[16.7 µM]
CCc1cc2c(=O)n(CC(=O)NC3CCCCC3)cnc2s1	-0.6	-25	-1	9	-1	-5	0	-4
CCOCCCNC(=O)C1CCN(S(=O)(=O)c2ccc3nc4c(c(C(=O)O)c3c2)CCCCC4)CC1	.	-8	6	1	-9	7	0	-2
O=C(C[C@H]1C[C@@H]2c3cc(NC(=O)CC4CC4)ccc3O[C@@H]2[C@@H](CO)O1)NCc1ccc2c(c1)OCO2	-0.6	14	-1	-5	2	4	1	-1[16.7 µM]
Cc1ccc(S(=O)(=O)Nc2cccc3c2O[C@@H](CN(C)Cc2ccc(-c4ccccc4)cc2)[C@H](C)CN([C@H](C)CO)C3=O)cc1	-0.2	2	-1	-1	-2	5	-3	-2[16.7 µM]
Cc1ccccc1-n1c(C)cc(/C=C2/C(=N)N3C(c4ccccc4)=CSC3=NC2=O)c1C	-1.6	-71	3	-3	5	0	0	2
Oc1c(C(c2ccccc2)N2CCCCC2)sc2ncnn12 (configuration not stated)	-2.3	6	3	3	2	3	0	2
CC(=O)Nc1nc2ccc(NC(=O)c3ccco3)cc2s1	.	.	-2	9	.	2	-2	-9
O=c1oc2ccccc2c2c1ncn2-c1ccccc1	.	.	5	5	.	16	0	9
C[C@H](CO)N1C[C@H](C)[C@@H](CN(C)Cc2ccc(C(F)(F)F)cc2)Oc2ccc(NC(=O)CCN3CCOCC3)cc2C1=O	3.8	-24	10	1	-3	9	-4	1[16.7 µM]
CCOC(=O)Cc1cc(=O)n2[nH]c(C)c(-c3ccc(OC)cc3)c2n1	.	.	.	-1	.	3	0	2
CC(=O)/C=C\c1ccc(OC(=O)c2cccnc2)cc1	.	-1	-8	-5	1	4	0	-3
COc1ccc(NC(=O)CN(c2ccccc2)S(=O)(=O)N(C)C)cc1Cl	-0.1	-6	1	-1	-2	11	0	5
C[C@@H]1CCCCO[C@@H](CN(C)C(=O)Nc2ccc(F)cc2)[C@H](C)CN([C@H](C)CO)C(=O)c2cc(NC(=O)c3ccccc3)ccc2O1	0.2	9	4	0	4	-3	-5	2[16.7 µM]
COC(=O)C[C@H]1C[C@H]2c3cc(NC(=O)Cc4ccncc4)ccc3O[C@H]2[C@H](CO)O1	-0.6	13	0	-4	-1	0	4	-4[16.7 µM]
CCOC(=O)C(C)Sc1nc2c(c(=O)[nH]c(=O)n2C)n1CCc1ccccc1 (configuration not stated)	.	.	-7	13	.	0	-2	3
CCCCN(C(=O)CC1CCCCC1)c1c(N)n(CC(C)C)c(=O)[nH]c1=O	8.7	-1	2	-9	0	17	-1	2
Cc1ccc(S(=O)(=O)NC(C)C(=O)Nc2ccc(C(N)=O)cc2)cc1 (configuration not stated)	.	.	-4	3	.	8	-3	-3

Additional results
SMILES	E-selectin induc	RAD52 inh	PglD DTNB	RAD54 inh	ERAP1 inh	PGC1a acetyl inh	Cneo AK release	miR-122 sensor
CS(=O)(=O)Nc1cccc(C2=NN(S(C)(=O)=O)C(c3ccccc3)C2)c1 (configuration not stated)	.	-8	3	-3	2	3	1	-5
COC(=O)[C@]1(Cc2ccccc2)N[C@H](CN(C)C(=O)Nc2ccc(F)cc2)[C@@H]2C(=O)N(Cc3ccccc3)C(=O)[C@@H]21	-4.5	-1	0	-12	.	0	1	-7
CCOc1ccc(CCNC(=O)Cn2ccc3cc(S(=O)(=O)N4CCCC4)ccc32)cc1	.	-62	5	-4	2	-17	12	14
O=c1oc2ccccc2n1CSc1nc2ccccc2s1	.	.	3	-6	.	12	-2	-2
CCCCOc1ccc(C(=O)OC(C)CN(C)C)cc1 (configuration not stated)	.	.	0	4	.	.	0	-24
Cc1ccccc1S(=O)(=O)NC(=O)C1(C)CCN1C(=O)CC1CCCC1 (configuration not stated)	-0.3	-15	0	10	3	-15	-3	-3
CCN(CC)CCCN1C(=O)C(O)=C(C(=O)c2cc3cccc(OC)c3o2)C1c1ccncc1 (configuration not stated)	.	.	-1	6	.	9	0	-3
C[C@H](CO)N1C[C@H](C)[C@@H](CN(C)S(=O)(=O)c2ccccc2)OCCCC[C@H](C)Oc2ccc(NC(=O)c3ccccc3)cc2C1=O	.	-25	0	-1	-1	6	0	-6[16.7 µM]
N#Cc1ccc(-c2ccc3c(c2)[C@H]2[C@H](CCN2S(=O)(=O)c2cccc(F)c2)[C@H](CO)N3)cc1	-0.8	.	0	1	.	8	-10	-4[16.7 µM]

Reformatted comma-delimited: 11 of the compounds above.
mol,E-selectin induc,RAD52 inh,PglD DTNB,RAD54 inh,ERAP1 inh,PGC1a acetyl inh,Cneo AK release,miR-122 sensor
CCCCN(C(=O)CC1CCCCC1)c1c(N)n(CC(C)C)c(=O)[nH]c1=O,8.7,-1,2,-9,0,17,-1,2
Cc1ccc(S(=O)(=O)NC(C)C(=O)Nc2ccc(C(N)=O)cc2)cc1 (configuration not stated),.,.,-4,3,.,8,-3,-3
CS(=O)(=O)Nc1cccc(C2=NN(S(C)(=O)=O)C(c3ccccc3)C2)c1 (configuration not stated),.,-8,3,-3,2,3,1,-5
COC(=O)[C@]1(Cc2ccccc2)N[C@H](CN(C)C(=O)Nc2ccc(F)cc2)[C@@H]2C(=O)N(Cc3ccccc3)C(=O)[C@@H]21,-4.5,-1,0,-12,.,0,1,-7
CCOc1ccc(CCNC(=O)Cn2ccc3cc(S(=O)(=O)N4CCCC4)ccc32)cc1,.,-62,5,-4,2,-17,12,14
O=c1oc2ccccc2n1CSc1nc2ccccc2s1,.,.,3,-6,.,12,-2,-2
CCCCOc1ccc(C(=O)OC(C)CN(C)C)cc1 (configuration not stated),.,.,0,4,.,.,0,-24
Cc1ccccc1S(=O)(=O)NC(=O)C1(C)CCN1C(=O)CC1CCCC1 (configuration not stated),-0.3,-15,0,10,3,-15,-3,-3
CCN(CC)CCCN1C(=O)C(O)=C(C(=O)c2cc3cccc(OC)c3o2)C1c1ccncc1 (configuration not stated),.,.,-1,6,.,9,0,-3
C[C@H](CO)N1C[C@H](C)[C@@H](CN(C)S(=O)(=O)c2ccccc2)OCCCC[C@H](C)Oc2ccc(NC(=O)c3ccccc3)cc2C1=O,.,-25,0,-1,-1,6,0,-6[16.7 µM]
N#Cc1ccc(-c2ccc3c(c2)[C@H]2[C@H](CCN2S(=O)(=O)c2cccc(F)c2)[C@H](CO)N3)cc1,-0.8,.,0,1,.,8,-10,-4[16.7 µM]
